# Compound activity deposited in PubChem BioAssay by Broad Institute.
# STK33 inh: STK33 kinase inhibitors, primary screen, biochemical, luminescence, ADP-Glo, MBP substrate | actives 0.44% (n = 27,000) | inhibition, % at 12.5 µM; in the data active = inhibition above about 20%; inconclusive = no clear call, values can overlap the other calls
# Target sequence (Q9BYT3 whole entry, looked up): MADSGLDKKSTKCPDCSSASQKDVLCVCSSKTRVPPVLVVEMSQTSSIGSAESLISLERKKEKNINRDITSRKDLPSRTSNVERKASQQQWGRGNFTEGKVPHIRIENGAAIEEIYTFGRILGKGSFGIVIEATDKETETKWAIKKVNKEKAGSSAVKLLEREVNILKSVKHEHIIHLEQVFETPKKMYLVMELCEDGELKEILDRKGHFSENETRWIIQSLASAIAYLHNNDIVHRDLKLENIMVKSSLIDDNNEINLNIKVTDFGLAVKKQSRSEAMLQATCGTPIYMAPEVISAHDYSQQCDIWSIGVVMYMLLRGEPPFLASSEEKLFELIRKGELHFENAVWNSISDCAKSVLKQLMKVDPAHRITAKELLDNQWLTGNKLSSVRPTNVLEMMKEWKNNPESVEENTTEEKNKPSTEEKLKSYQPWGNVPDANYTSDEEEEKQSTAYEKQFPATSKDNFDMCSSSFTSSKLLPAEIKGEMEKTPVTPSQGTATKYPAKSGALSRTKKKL
# mut p53 react: mutant p53 pathway re-activators, primary screen, cell-based, SW480, luciferase, single point, HTS; SW480 PUMA-promoter luciferase, p53 mutant reactivation; activation, % at 9.98 µM; actives 1.5% (n = 28,000); AID 624151, 2012; in the data active = activation above about 52%; inconclusive = no clear call, values can overlap the other calls
# * hit, by the source's call; ? = inconclusive; / = not tested or not shown.
# Below each compound: STK33 inh, mut p53 react
COc1ccc(S(=O)(=O)Nc2ccc3c(c2)C(=O)N([C@@H](C)CO)C[C@H](C)[C@@H](CN(C)C(=O)Nc2ccc(C(F)(F)F)cc2)OCCCC[C@H](C)O3)cc1
 : /, -56
CNC[C@H]1Oc2ccc(NC(=O)CCCN(C)C)cc2C(=O)N([C@@H](C)CO)C[C@@H]1C
 : -5, 0
COc1ccccc1-c1noc(CCC(=O)Nc2ccccc2C)n1
 : -4, 4
COCC(C)NS(=O)(=O)c1c(C)cc(C)cc1C (configuration not stated)
 : /, -20
CC(=O)N(C)C[C@H]1Oc2cc(-c3ccccc3F)ccc2S(=O)(=O)N([C@@H](C)CO)C[C@@H]1C
 : /, 5
Cc1noc(C)c1NC(=O)Nc1ccc2c(c1)C(=O)N([C@H](C)CO)C[C@H](C)[C@H](CN(C)Cc1ccc(C(F)(F)F)cc1)OCCCC[C@@H](C)O2
 : -1, /
Cc1ccc(SC(=O)c2c(C)noc2COc2ccccc2)cc1
 : 2, /
C/C=C(\C)C(=O)OC(/C=C/C(O)C(C)O)C1C=CC(=O)O1 (configuration not stated)
 : 1, -6
Cc1ccc(NC(=O)c2ccco2)c(NC(=O)CN2C(=O)c3ccccc3C2=O)c1
 : 2, 2
C[C@H]1CN([C@@H](C)CO)C(=O)c2cc(C#CCc3ccccc3)cnc2O[C@H]1CN(C)C(=O)C1CCC1
 : /, 6
CCCCN1C(=O)NC(C(F)(F)F)(C(F)(F)F)C2=C1CC(C)(C)CC2=O
 : /, -10
Cc1noc(C)c1S(=O)(=O)N(C)C[C@H]1Oc2c(NC(=O)c3nc4ccccc4s3)cccc2C(=O)N([C@@H](C)CO)C[C@H]1C
 : /, -11
COc1ccccc1NC(=O)N(C)C[C@H]1OCc2cn(nn2)CCCC(=O)N([C@H](C)CO)C[C@@H]1C
 : 0, /
COc1ccc(-c2c(O)c3c(OC)c4c(cc3oc2=O)OC(C)(C)C=C4)cc1
 : 0, -1
CS(=O)(=O)N1CCN(C(=S)NCc2ccco2)CC1
 : -3, 14
C[C@H]1CN([C@@H](C)CO)C(=O)Cc2cc(NC(=O)CCC(F)(F)F)ccc2O[C@@H]1CN(C)C(=O)Nc1ccc2c(c1)OCO2
 : -3, /
CNC[C@@H]1Oc2ccc(NC(=O)CCN3CCOCC3)cc2CC(=O)N([C@@H](C)CO)C[C@@H]1C
 : 2, -2
Cc1ccccc1S(=O)(=O)N(C)C[C@@H]1OCc2cn(nn2)CCCC(=O)N([C@@H](C)CO)C[C@@H]1C
 : 4, /
Cc1noc(C)c1NC(=O)Nc1ccc2c(c1)C(=O)N([C@@H](C)CO)C[C@H](C)[C@@H](CN(C)CC1CCCCC1)O2
 : 0, /
COC(=O)c1ccc(C)c(NC(=O)CN(c2ccc(F)cc2)S(C)(=O)=O)c1
 : -4, 6

# Four entries from above, reformatted.
smiles	STK33 inh	mut p53 react
CCCCN1C(=O)NC(C(F)(F)F)(C(F)(F)F)C2=C1CC(C)(C)CC2=O	/	-10
Cc1noc(C)c1S(=O)(=O)N(C)C[C@H]1Oc2c(NC(=O)c3nc4ccccc4s3)cccc2C(=O)N([C@@H](C)CO)C[C@H]1C	/	-11
COc1ccccc1NC(=O)N(C)C[C@H]1OCc2cn(nn2)CCCC(=O)N([C@H](C)CO)C[C@@H]1C	0	/
COc1ccc(-c2c(O)c3c(OC)c4c(cc3oc2=O)OC(C)(C)C=C4)cc1	0	-1

# New compounds follow.
# Below each compound: STK33 inh, mut p53 react
CCOc1c(CNCc2ccccn2)cccc1OC
 : -6, -1
Cn1nnnc1SCC(=O)Nc1cccc(Cl)c1
 : 2, 8
COc1ccc(NC(=O)N(C)C[C@@H]2Oc3ccc(NS(=O)(=O)c4ccc(C)cc4)cc3CC(=O)N([C@@H](C)CO)C[C@@H]2C)cc1
 : -5, /
CC(C)NC(=O)Nc1ccc2c(c1)C(=O)N([C@H](C)CO)C[C@H](C)[C@@H](CN(C)C)OCCCC[C@H](C)O2
 : /, 5
[N-]=[N+]=NCc1ccccc1C[C@]1(C(=O)N2CCOCC2)COC(c2ccc(OCCCO)cc2)=N1
 : 3, /
COC(=O)c1ccc(COc2ccc3c(C)cc(=O)oc3c2)o1
 : -5, 63*
O=C(COc1ccccc1)Nc1cccc(Oc2ccc3c(c2)C(=O)NC3=O)c1
 : 0, -5
C[C@H]1CN([C@@H](C)CO)C(=O)Cc2cc(NC(=O)Nc3ccccc3)ccc2O[C@H]1CN(C)S(=O)(=O)c1ccccc1
 : -4, /
C[C@H](CO)N1C[C@H](C)[C@@H](CN(C)C)OCCCC[C@H](C)Oc2ccc(N(C)C)cc2C1=O
 : /, 1
Cc1ccc(S(=O)(=O)Nc2ccc3c(c2)C(=O)N([C@@H](C)CO)C[C@@H](C)[C@@H](CN(C)S(=O)(=O)c2ccc(F)cc2)O3)cc1
 : 2, /
C[C@@H]1CCCCO[C@H](CN(C)S(=O)(=O)c2cccs2)[C@H](C)CN([C@H](C)CO)C(=O)c2cc(NS(C)(=O)=O)ccc2O1
 : /, 6
C=C1CC[C@@H](O)[C@]2(C)C[C@H]3OC(=O)C(=C)[C@H]3CC12 (some centres not stated)
 : 3, /
COc1ccc(NC(=O)Nc2ccc3c(c2)CC(=O)N([C@@H](C)CO)C[C@H](C)[C@H](CN(C)C(=O)Nc2ccc4c(c2)OCO4)O3)cc1
 : 4, /
O=[N+]([O-])c1cccc(S(=O)(=O)NCCCn2ccnc2)c1
 : -1, -5
C[C@@H]1CCCCO[C@@H](CN(C)C(=O)Nc2cccc3ccccc23)[C@@H](C)CN([C@H](C)CO)C(=O)c2cc(NC(=O)c3ccccc3)ccc2O1
 : 1, /
C=CCNC(=O)CSc1nccc(-c2sc3sc(Br)c(C)c3c2C)n1
 : 12, /
CCn1c(SCC(=O)Nc2ccccc2OC)nnc1-c1ccncc1
 : 5, 3
C[C@H](CS)C(=O)N1CCC[C@H]1C(=O)O
 : -3, /
Cc1noc(C)c1NC(=O)N(C)C[C@H]1Oc2ccc(NC(=O)CCCN(C)C)cc2C(=O)N([C@@H](C)CO)C[C@@H]1C
 : /, -6
CS(=O)(=O)Nc1ccc(C(=O)NCc2cccnc2)cc1
 : 0, 8
C[C@@H]1CN([C@@H](C)CO)C(=O)c2cccc(NC(=O)NC3CCCCC3)c2O[C@H]1CN(C)Cc1ccncc1
 : /, 6
C[C@@H]1CCCCO[C@@H](CN(C)C(=O)CCC(F)(F)F)[C@@H](C)CN([C@H](C)CO)C(=O)c2cc(NC(=O)CCC(F)(F)F)ccc2O1
 : -1, 1
C/C=C/c1cnc2c(c1)C(=O)N([C@H](C)CO)C[C@@H](C)[C@H](CN(C)S(=O)(=O)c1ccc(OC)cc1)O2
 : /, -12
CCN(CC)CCCCC1CCN(CC(=O)N2c3ccccc3C(=O)Nc3cccnc32)CC1
 : /, 3
O=c1c2ccccc2nc(CSc2nnc3c4ccccc4nc(-c4ccccc4)n23)n1-c1ccccc1F
 : 3, -14
COc1ccccc1C1=NOC(Cn2c(NCc3ccccc3)nc3c2c(=O)n(C)c(=O)n3C)C1 (configuration not stated)
 : 3, 5
COc1ccc(S(=O)(=O)N(C)C[C@@H]2Oc3ccc(NC(=O)Cc4ccccc4)cc3C(=O)N([C@@H](C)CO)C[C@@H]2C)cc1
 : -1, 0
COc1ccc(S(=O)(=O)Nc2ccc3c(c2)CC(=O)N([C@@H](C)CO)C[C@H](C)[C@H](CN(C)C(=O)Nc2ccc(F)cc2)O3)cc1
 : -1, /
O=C(CSc1oc(-c2ccccc2)nc1S(=O)(=O)c1ccccc1)Nc1ccc(F)cc1
 : /, -31
C[C@H](CO)N1C[C@H](C)[C@H](CN(C)S(=O)(=O)c2ccc(F)cc2)Oc2ccc(NC(=O)NC3CCCCC3)cc2CC1=O
 : /, -10
CC1=C(/C=C/C(C)=C\C=C\C(C)=C\C(=O)O)C(C)(C)CCC1
 : /, 18
COC(=O)c1ccc(NC(=O)CSc2nncc3ccccc23)cc1
 : 4, -4
Cc1cccc(N=C2NC(=O)/C(=C/c3ccc(F)cc3)S2)c1C
 : /, -11
C[C@@H]1CN([C@@H](C)CO)C(=O)Cc2cc(NS(=O)(=O)c3cccs3)ccc2O[C@H]1CN(C)C(=O)Nc1cccc2ccccc12
 : /, 0
COC(=O)c1ccc(OCC(=O)Nc2ccsc2C(=O)OC)cc1
 : 9, -12
Cc1nn(-c2ccccc2)c(C)c1NC(=O)COc1ccc2ccccc2c1
 : 0, -7
C[C@@H]1CCCCO[C@@H](CN(C)C(=O)c2ccncc2)[C@@H](C)CN([C@H](C)CO)C(=O)c2cc(NC(=O)CCC(F)(F)F)ccc2O1
 : -1, -1
CSc1nc(-c2ccco2)nn1C(=O)c1ccccc1
 : /, 8
C[C@@H]1CCCCO[C@@H](CN(C)C)[C@@H](C)CN([C@H](C)CO)C(=O)c2cc(NC(=O)c3ccncc3)ccc2O1
 : -4, 2
C[C@H](CO)N1C[C@H](C)[C@H](CN(C)Cc2ccc(Oc3ccccc3)cc2)Oc2ccc(NC(=O)Cc3cn(C)c4ccccc34)cc2CC1=O
 : 5, /

# A draw from above in order of count of non-hydrogen atoms, ascending.
# Below each compound: STK33 inh, mut p53 react
Cc1cccc(N=C2NC(=O)/C(=C/c3ccc(F)cc3)S2)c1C
 : /, -11
O=C(CSc1oc(-c2ccccc2)nc1S(=O)(=O)c1ccccc1)Nc1ccc(F)cc1
 : /, -31
Cc1noc(C)c1NC(=O)N(C)C[C@H]1Oc2ccc(NC(=O)CCCN(C)C)cc2C(=O)N([C@@H](C)CO)C[C@@H]1C
 : /, -6

# Next compounds follow.
# Below each compound: STK33 inh, mut p53 react
O=C(COc1ccc([N+](=O)[O-])cc1)Nc1ccc2oc(-c3ccc(Br)cc3)nc2c1
 : 3, 15
CCOC(=O)CSc1nc(N)c2c3c(sc2n1)COC(C)(C)C3
 : 0, -7
COC(=O)Cc1c(C)c2c(OCC(N)=O)cc(C)cc2oc1=O
 : 4, -6
Cc1ccc(S(=O)(=O)Nc2ccc3c(c2)C(=O)N([C@H](C)CO)C[C@@H](C)[C@@H](CN(C)Cc2ccc4c(c2)OCO4)OCCCC[C@@H](C)O3)cc1
 : /, -17
C[C@@H]1CN([C@@H](C)CO)C(=O)Cc2cc(NS(=O)(=O)c3cccs3)ccc2O[C@@H]1CN(C)Cc1ccncc1
 : -4, /
C[C@@H]1CN([C@@H](C)CO)C(=O)c2cc(NS(=O)(=O)c3cn(C)cn3)ccc2O[C@@H](C)CCCCO[C@@H]1CN(C)C(=O)CCCN(C)C
 : /, -1
CCCC#Cc1ccc2c(c1)O[C@@H](CN(C)C(=O)c1ccccn1)[C@H](C)CN([C@H](C)CO)S2(=O)=O
 : /, 2
CC(C)NC(=O)Nc1ccc2c(c1)C(=O)N([C@@H](C)CO)C[C@H](C)[C@@H](CN(C)Cc1ccccc1)OCCCC[C@@H](C)O2
 : /, -1
C[C@@H]1CN([C@@H](C)CO)C(=O)c2cc(NC(=O)CCC(F)(F)F)ccc2O[C@H]1CN(C)S(=O)(=O)c1ccc(F)cc1
 : 8, /
Cc1noc(C)c1S(=O)(=O)N(C)C[C@@H]1OCCCC[C@H](C)Oc2ccc(NC(=O)NC(C)C)cc2C(=O)N([C@H](C)CO)C[C@@H]1C
 : /, -2
Cc1ccc(-n2nnnc2SCC(=O)Nc2c(C)n(C)n(-c3ccccc3)c2=O)cc1
 : ?, -3
Cc1ccc(NC(=O)c2cccc(NC(=O)CCC(=O)O)c2)cc1C
 : -1, -6
Cc1ccnc(NC(c2ccccn2)c2ccc3ccc(C)nc3c2O)c1 (configuration not stated)
 : -1, -44
COc1ccc2c(c1O)CN(C)CCc1cc3c(cc1C(=O)C2)OCO3
 : 2, 10
CC(C)NC(=O)Nc1ccc2c(c1)CC(=O)N([C@@H](C)CO)C[C@H](C)[C@@H](CN(C)C(=O)Nc1cccc3ccccc13)O2
 : 0, /
C[C@H](CO)N1C[C@H](C)[C@H](CN(C)Cc2ccc(C(=O)O)cc2)Oc2ccc(NS(=O)(=O)c3cccs3)cc2CC1=O
 : -1, /
C[C@H](CO)N1C[C@H](C)[C@@H](CN(C)Cc2ccc(C(=O)O)cc2)Oc2c(NC(=O)Nc3ccc(C(F)(F)F)cc3)cccc2C1=O
 : /, -8
C[C@@H]1CN([C@H](C)CO)C(=O)c2cccc(NS(=O)(=O)c3cccs3)c2O[C@H]1CN(C)C
 : /, -2
COCCNC(=O)C[C@@H]1C[C@H]2c3cc(NC(=O)Nc4ccc(C(F)(F)F)cc4)ccc3O[C@H]2[C@H](CO)O1
 : /, 4
NC(=O)[C@H]1[C@@H]2C(=O)O[C@@H](c3ccccc3)[C@@H](c3ccccc3)N2[C@@H](c2ccccc2OCCO)[C@]12C(=O)Nc1ccc(C#CC3(O)CCCCCC3)cc12
 : 17, /
Cc1ccc(-c2nnc(SCC(=O)Nc3ccccc3Cl)n2C)c(Cl)c1
 : -6, -2
COc1ccc(OC(C)C(=O)Nc2cc(C)c(Cl)cc2OC)cc1 (configuration not stated)
 : 1, 8
CC(C)NC(=O)N(C)C[C@@H]1OCCCC[C@@H](C)Oc2ccc(NC(=O)Nc3cccc4ccccc34)cc2C(=O)N([C@@H](C)CO)C[C@H]1C
 : /, -21
CC(C)NC(=O)Nc1ccc2c(c1)CC(=O)N([C@H](C)CO)C[C@H](C)[C@H](CN(C)S(=O)(=O)c1cn(C)cn1)O2
 : -2, /
COc1ccc(C#Cc2cnc3c(c2)C(=O)N([C@H](C)CO)C[C@H](C)[C@H](CN(C)S(=O)(=O)c2ccccc2)O3)cc1OC
 : 3, 5

# Full records, quoted from the list:
# COc1ccc(C#Cc2cnc3c(c2)C(=O)N([C@H](C)CO)C[C@H](C)[C@H](CN(C)S(=O)(=O)c2ccccc2)O3)cc1OC as listed: STK33 inh: 3; mut p53 react: 5
# COc1ccc(OC(C)C(=O)Nc2cc(C)c(Cl)cc2OC)cc1 (configuration not stated) as listed: STK33 inh: 1; mut p53 react: 8

# An excerpt; the hit share may differ from the screen's.
